Assay outcomes (PubChem BioAssay)
AID2073 = disruptors of CaV2.2 binding to Mint1 – biochemical, HTRF (AID 2073) | HTRF protein-protein interaction, Mint1-CaV2.2; higher % means a stronger effect | 290,000 compounds, 0.19% hits | inhibition, % at 20 µM; hits with a dose series show IC50 in µM; in the data active means inhibition mostly above about 51%, no sharp cut-off; inconclusive means no clear call, values can overlap the other calls; inactive means mostly below about 53%; further: some results filed as inactive read as strong as hits
NTR1 ag = agonists of NTR1, primary screen, imaging, U2OS cells, beta-arrestin-GFP, high content (AID 493036); NTR1-U2OS beta-arrestin-GFP spot imaging, agonist mode; 330,000 compounds, 0.17% hits; activation, % at 20 µM;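 active means activation at or above 40% of the spot to cytoplasm intensity ratio, with at least 20 cells analyzed; inconclusive means wells under 20 cells, flagged as cytotoxic or low count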;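 further: 0% = DMSO without peptide and 100% = 100 nM NTR1 peptide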
Target sequence (P30989 whole entry, looked up): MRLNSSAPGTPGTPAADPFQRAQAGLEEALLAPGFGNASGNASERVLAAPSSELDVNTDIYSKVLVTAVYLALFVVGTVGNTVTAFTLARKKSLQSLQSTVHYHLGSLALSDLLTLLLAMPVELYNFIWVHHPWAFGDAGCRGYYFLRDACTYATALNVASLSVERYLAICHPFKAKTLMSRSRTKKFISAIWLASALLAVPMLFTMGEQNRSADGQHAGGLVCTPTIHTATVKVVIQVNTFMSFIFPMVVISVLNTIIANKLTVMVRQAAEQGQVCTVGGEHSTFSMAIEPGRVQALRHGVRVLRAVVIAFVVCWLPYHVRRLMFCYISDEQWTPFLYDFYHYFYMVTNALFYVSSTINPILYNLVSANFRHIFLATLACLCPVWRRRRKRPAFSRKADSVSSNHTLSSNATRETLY
RSV CPE inhibition = inhibition of RSV-induced cytopathic effect – HEp-2 cells, primary 10 µM value included (AID 2391) | HEp-2 cells, RSV-induced CPE inhibition; higher % means a stronger effect | one-dose CPE inhibition, % at 10 µM; IC50 in µM for titrated hits | 310,000 compounds, 0.13% hits; in the data active means a potency from the dose series; inconclusive means CPE inhibition mostly from about 23% at the one dose, without a potency; inactive means the rest, 99 in 100 with CPE inhibition below about 21%; further: strong numbers were not always called active
SIAH1 antagonists = Siah-1 peptide-binding antagonists, primary screen, biochemical, fluorescence polarization, rhodamine-plectin, uHTS (AID 1817); 290,000 compounds, 0.02% hits; Siah-1 / rhodamine-plectin peptide fluorescence polarization; higher % means a stronger effect; displacement, % at 20 µM; hits with a dose series show IC50 in µM;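 active means displacement of at least 50% at 20 µM, with a fluorescence ratio check between 0.3 and a set limit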;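 further: plate controls were Siah plus tracer with DMSO for no effect and tracer alone without Siah for full effect; strong numbers were not always called active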
Large T inhibition = TAg ATPase/helicase activity blockers – biochemical (AID 1903) | 310,000 compounds, 0.39% hits | SV40 large T antigen ATPase/helicase inhibition assay; higher % means a stronger effect | inhibition, % at 20 µM, or IC50 in µM where a hit was titrated; in the data active means a potency from the dose series; inconclusive means inhibition mostly from about 32% at the one dose, without a potency; inactive means the rest, 99 in 100 with inhibition below about 32%; further: strong numbers were not always called active
West Nile virus CPE = West Nile virus antiviral activity, cell-based, CPE readout (AID 1621); 290,000 compounds, 0.02% hits; West Nile virus-infected cells, CPE inhibition; higher % means a stronger effect; CPE inhibition, % at 10 µM, or IC50 in µM where a hit was titrated; in the data active means a potency from the dose series; inconclusive means CPE inhibition mostly from about 3.7% at the one dose, without a potency; inactive means the rest, 99 in 100 with CPE inhibition below about 2.2%; further: strong numbers were not always called active
Dengue-2 NS5 capping = Dengue-2 NS5 methyltransferase inhibitors, primary screen, biochemical, confirmation dose response (AID 588689). Dengue-2 NS5 methyltransferase capping enzyme assay, biochemical; higher % means a stronger effect. inhibition, % at 25 µM, or IC50 in µM where a hit was titrated. 340,000 compounds, 0.3% hits; in the data active means a potency from the dose series; inconclusive means inhibition above about 29% without an active follow-up result
MgcRacGAP inhibition = MgcRacGAP GTPase-activating activity inhibitors, confirmation, biochemical, ADP Hunter fluorescence. 340,000 compounds, 0.6% hits. MgcRacGAP-stimulated Rac1 GTP hydrolysis, ADP Hunter fluorescence; higher % means a stronger effect; GST-tagged Rac1 F28L mutant substrate. one-dose inhibition, % at 30 µM; IC50 in µM for titrated hits;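 active means first-screen hits whose inhibition reached a set limit at any dose in the follow-up dose series; inconclusive means inhibition above the set first-screen limit but never retested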;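 further: fluorescence reports GDP produced by GAP-driven GTP hydrolysis; strong numbers were not always called active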
K1F lysis inhibition = inhibition of K1F phage lysis, E. coli UTI89, bacterial capsule biogenesis inhibitors, alamar blue (AID 488966) | E. coli UTI89 K1F phage lysis, alamar blue, 2 h; higher % means a stronger effect | inhibition, % at 100 µM; hits with a dose series show IC50 in µM | 340,000 compounds, 0.02% hits;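 active means phage lysis inhibition, versus mean bacterial control, above a set limit; inconclusive means no clear call, values can overlap the other calls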;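 further: capsule biogenesis inhibitors block K1F phage lysis so surviving cells raise fluorescence; higher fluorescence means more inhibition of phage lysis; actives were called in the ten point dose series up to 300 µM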
NTR1 ag cell count 20 µM = further read-out of NTR1 ag, marked with its call; cell count; measured here: cell count, cytotoxicity flag
Dengue-2 NS5 capping pilot replicate = recorded beside Dengue-2 NS5 capping, whose call it bears; inhibition, %; measured here: pilot screen replicate inhibition
Starred values were filed as active, the others as inactive; u = inconclusive; x = not tested or not shown; [ ] = another dose, or the depositor's remark.

SMILES	AID2073	NTR1 ag	NTR1 ag cell count 20 µM	RSV CPE inhibition	SIAH1 antagonists	Large T inhibition	West Nile virus CPE	Dengue-2 NS5 capping	MgcRacGAP inhibition	K1F lysis inhibition	others
O=C(c1ccc2c(=O)n3c(nc2c1)CCCCC3)N1CCN(Cc2ccccc2)CC1	-6%	2.3	59	-1.5%	-2%	6%	-0.5%	-2%	0%	1.6%
CCCOc1ccc(Cc2c(Cl)nc(SC)nc2N(C)C)cc1	-4%	1.2	84	5.9%	4%	-83%	-1.1%	-6%	4%	0.2%
OC(CON=C1c2ccccc2-c2ccccc21)CN1CCNCC1 (stereo unspecified)	3%	1.0	57	7.5%	17%	14%	u	-1%	63µM*	u
O=C(Oc1ccccc1)c1ccc2nsnc2c1	42%	0.5	45	-0.3%	-12%	14%	-0.6%	-1%	5%	0.2%
COC(=O)CNC(=O)CNC(=O)c1nn(-c2ccc(OC)c(Cl)c2)c(=O)c2ccccc12	6%	0.3	89	1.4%	0%	0%	x	0%	7%	0.1%
COC(=O)c1ccc(COC(=O)C2CCN(S(=O)(=O)c3ccc(C)c(C)c3)CC2)o1	x	-1.2	76	0.6%	x	10%	x	1%	8%	-0.1%[50 µM]
NNc1ncnc2scc(-c3ccc(Cl)cc3)c12	1%	0.0	66	1.3%	2%	3%	-0.8%	-8%	8%	1.6%[50 µM]
CCCn1c(N)c(C(c2ccc(OC)cc2)N2CCN(c3ccccc3)CC2)c(=O)[nH]c1=O (stereo unspecified)	16%	2.3	63	0.2%	-1%	5%	0.6%	-19%	-2%	0.0%
O=C(CC1C(=O)NCCN1C(=O)Nc1ccc(F)cc1)Nc1cc(Cl)ccc1Cl (stereo unspecified)	10%	-0.4	29	1.2%	18%	3%	-0.1%	0%	13%	1.5%
COC(=O)c1ccc(C(=O)N2CCCC(Nc3ccc(F)c(F)c3)C2)cc1 (stereo unspecified)	0%	0.2	67	1.9%	13%	13%	-0.3%	-4%	8%	-0.2%
CN1CCN(CC(O)(c2ccc(Cl)cc2)c2ccc(Cl)cc2)CC1	-8%	5.2	92	-3.7%	2%	4%	u	-7%	8%	4.1%
CCOc1ccc(NC(=O)CN(C)C(=O)c2ccccc2OCCOc2ccccc2)cc1OCC	x	-0.8	50	0.8%	x	x	x	1%	4%	0.2%[50 µM]
O=C(N/N=C\c1ccccn1)c1cccc(C(=O)N/N=C\c2ccccn2)n1	x	1.8	40	1.9%	x	6%	x	3%	10%	0.9%
COc1ccc(OCCCNCCc2ccccc2)cc1	1%	-1.1	43	-2.7%	-2%	5%	-0.2%	-5%	5%	0.1%
O=C(Cn1c(C(F)(F)F)nc2ccccc21)Oc1cccc(C(F)(F)F)c1	14%	0.4	45	0.9%	-3%	6%	0.3%	-13%	-5%	0.0%
C=CCN1C=CC(=C/C=C(/C#N)C(=O)OCC)C=C1	-5%	-3.8	64	0.4%	5%	u	-0.3%	13%	17%	0.9%
Cc1ccc(Sc2cc(Cl)nc(N)n2)cc1	4%	-0.4	53	4.5%	0%	6%	0.5%	-7%	13%	0.4%
Cc1ccccc1NC(=O)CN1C(=O)COc2ccc(Cl)cc21	-11%	1.6	69	-0.7%	6%	-1%	1.0%	-8%	9%	1.9%
O=C(CCSCCc1ccccn1)Nc1ccc(Br)cc1F	-1%	0.9	35	0.3%	2%	12%	-0.1%	-6%	4%	2.3%
COCc1cc(Sc2cccc(Cl)c2Cl)nc(-c2ccccc2)n1	-5%	1.9	69	20%	3%	-4%	0.2%	4%	2%	0.5%
CC1CCC(CN2C(Nc3ccccc3)=NC[C@@H]2C)CC1 (stereo partly specified)	5%	5.2	96	-1.0%	-1%	6%	-1.3%	-8%	0%	1.0%
Cc1ccc(-c2csc(NC(=O)/C=C/c3ccco3)c2C(=O)O)cc1	8%	0.1	68	3.9%	4%	22%	0.4%	x	23%	-0.7%
CC(C)C(NC(=O)c1ccc(Cl)cc1Cl)C(=O)N1CCN(S(=O)(=O)c2ccccc2)CC1 (stereo unspecified)	x	-0.5	47	x	x	x	x	5%	1%	-1.1%
O=C(CCn1c(=S)oc2ccccc21)Nc1cccc(F)c1	-11%	-0.6	80	0.8%	6%	0%	-0.1%	-4%	5%	0.5%
CS(=O)(=O)N1CCN=C1SCc1ccc(Br)cc1	20%	0.3	62	-0.3%	0%	-2%	-0.1%	-2%	7%	0.7%
CCOc1ccc(/C(O)=C2/C(=O)C(=O)N(CCN(CC)CC)C2c2ccco2)cc1 (stereo unspecified)	0%	0.8	44	0.8%	7%	4%	0.0%	-4%	-2%	-1.8%
COC(=O)c1ccccc1S(=O)(=O)NNC(=O)c1ccccc1-n1cccc1	11%	0.9	57	1.5%	-4%	8%	0.3%	-5%	-15%	0.0%
COC(=O)c1cc(S(=O)(=O)N(Cc2ccccc2)C(C)(C)C)c[nH]1	11%	1.2	72	-0.6%	-4%	-2%	0.3%	-6%	-1%	-0.2%
Cc1ccc(S(=O)(=O)N(C(=O)c2ccncc2)c2ccc(OC(=O)c3ccncc3)cc2)cc1	-2%	1.4	34	0.8%	3%	u	-0.6%	-42%	21%	7.5%
CCn1ccnc1C(O)(c1ccccc1)c1ccccc1	12%	0.2	56	1.7%	6%	7%	-0.1%	-11%	12%	1.1%
Cc1ccc(OCCC(=O)N(CC(=O)Nc2ccccc2C(F)(F)F)Cc2ccco2)cc1	x	-0.6	58	2.7%	x	16%	x	-8%	4%	-0.5%[50 µM]
Cc1ccc(CNC(=O)C2CCC(=O)N(CCc3ccccn3)C2)s1 (stereo unspecified)	6%	0.0	49	0.7%	7%	11%	0.4%	-3%	9%	0.3%[50 µM]
O=C(CSc1nnnn1-c1ccccc1)CSc1nnnn1-c1ccccc1	-3%	-0.4	43	3.2%	4%	-1%	-1.1%	0%	3%	0.0%
O=C(c1ccc(COc2ccc(F)cc2)o1)n1cc(Br)cn1	8%	-2.7	94	0.1%	4%	5%	0.2%	-12%	8%	-0.5%
O=C(COc1ccc2c(c1)OCO2)NC12CC3CC(CC(C3)C1)C2	-16%	3.5	88	4.4%	4%	5%	-0.3%	3%	4%	8.8%
COC(=O)NCCOC(=O)N(O)c1ccc(Br)cc1	-4%	0.5	65	0.7%	4%	5%	-0.5%	-6%	6%	0.9%
CCOc1cc(/C=N/n2cnnc2)c(Br)cc1O	4%	-0.7	66	-1.3%	3%	32%	-0.3%	1%	14%	2.0%
Cc1nc2ccc(NC(=O)N3CCCCC3)cc2s1	2%	-0.8	68	1.5%	0%	5%	0.1%	-11%	8%	4.5%
Cc1ccc(/C=C/C(=O)N2CCN(c3ncccn3)CC2)o1	4.7µM*	0.9	44	1.2%	2%	16%	-1.1%	-4%	15%	6.9%
Cc1ccc(-c2nn(CCC#N)cc2C=C(C#N)C#N)cc1	5%	1.0	47	-1.5%	-1%	2%	-0.3%	-4%	4%	2.1%
O=C(CN1C(=O)NC2(CCCC2)C1=O)N1CCN(c2ccccc2O)CC1	x	0.0	49	1.9%	x	9%	x	-1%	11%	1.4%[50 µM]
CN1C(=O)C(C(=O)Nc2ccccc2F)c2ccccc21 (stereo unspecified)	-2%	-1.1	60	1.8%	0%	5%	0.4%	-5%	11%	0.5%
O=C(OCC(O)CN1CCCCC1)C12CC3CC(CC(C3)C1)C2 (stereo unspecified)	5%	-8.2	42	0.9%	-4%	9%	0.7%	-5%	-2%	-0.5%
CCOC(=O)CSc1nc2ccccc2c(=O)n1-c1ccc(C(=O)NCCOC)cc1	9%	1.6	69	1.0%	0%	2%	-0.8%	2%	-4%	-0.3%	Dengue-2 NS5 capping pilot replicate=4.9
CCOC(=O)C1CCCN(c2c(NCCCN(CC)c3cccc(C)c3)c(=O)c2=O)C1 (stereo unspecified)	-6%	0.0	49	0.0%	2%	22%	0.2%	8%	18%	0.0%
O=C(Nc1ccccc1)c1ccc2nc(-c3ccco3)c(-c3ccco3)nc2c1	57%	0.3	67	0.9%	-3%	38%	0.0%	45%	14%	0.4%
COC(=O)C1=C[C@@H](C(=O)OC)[C@@H]2C3=C(C(=O)C2(C)C)[C@H](C)n2c(=O)n(-c4ccccc4)c(=O)n2[C@@H]3C1	x	9.7	38	1.6%	x	25%	0.0%	4%	6%	0.2%
Cn1c(/C=C/c2ccc(Br)cc2)nc2ccccc2c1=O	24%	11	92	4.6%	-1%	5%	-0.4%	-10%	7%	0.0%
O=C(/C=C/c1ccc(Cl)cc1)Nc1nccs1	-3%	x	x	x	-3%	8%	-0.3%	-11%	4%	1.2%
C=CCn1c(/N=C/c2ccc(OC)cc2)nc2ccccc21	2%	-1.4	91	0.3%	5%	11%	-1.0%	-3%	4%	0.1%
The listing continues.
SMILES	AID2073	NTR1 ag	NTR1 ag cell count 20 µM	RSV CPE inhibition	SIAH1 antagonists	Large T inhibition	West Nile virus CPE	Dengue-2 NS5 capping	MgcRacGAP inhibition	K1F lysis inhibition	others
O=C(O)c1ccc(-n2nncc2-c2ccccc2)cc1	7%	0.8	65	0.5%	10%	-1%	0.3%	-9%	6%	0.0%
CCOc1ccc(Nc2cc(C)c3ccccc3n2)cc1	2%	22	76	u	1%	9%	-0.7%	-7%	6%	0.3%
Cc1ccc2nc(N3CCN(C(=O)c4ccc(F)cc4)CC3)c(C#N)cc2c1	14%	1.6	53	u	6%	5%	-1.1%	-3%	6%	1.4%
CC(=O)NC(Cc1cc(C)ccc1C)C(=O)N1CCN(C(=O)c2ccc([N+](=O)[O-])cc2)CC1 (stereo unspecified)	11%	0.1	46	0.7%	9%	13%	-0.3%	3%	8%	0.3%	Dengue-2 NS5 capping pilot replicate=-2.7
NC(=O)CN1C(=O)C2CCCCN2C(=O)c2ccccc21 (stereo unspecified)	-16%	-3.7	65	0.8%	-1%	6%	0.1%	-5%	3%	2.8%

In the list so far, these have a CF3 group.
SMILES	AID2073	NTR1 ag	NTR1 ag cell count 20 µM	RSV CPE inhibition	SIAH1 antagonists	Large T inhibition	West Nile virus CPE	Dengue-2 NS5 capping	MgcRacGAP inhibition	K1F lysis inhibition	others
O=C(Cn1c(C(F)(F)F)nc2ccccc21)Oc1cccc(C(F)(F)F)c1	14%	0.4	45	0.9%	-3%	6%	0.3%	-13%	-5%	0.0%
Cc1ccc(OCCC(=O)N(CC(=O)Nc2ccccc2C(F)(F)F)Cc2ccco2)cc1	x	-0.6	58	2.7%	x	16%	x	-8%	4%	-0.5%[50 µM]
